Screens: PubChem BioAssay, several laboratories
VLA-4 inh – inhibition in a human VLA-4 binding assay. VLA-4 expressing cells, ligand binding flow cytometry. actives 0.2% (n = 330,000). inhibition, % (about 7 µM as worked out from the volumes in the protocol). P13612; in the data active = inhibition above about 50%
MCL1 BIM primary – disrupts human MCL1 binding to BIM-BH3 peptide. GST-MCL1 / FITC-Bim-BH3 fluorescence polarization. inhibition, % at 10.9 µM. actives 0.68% (n = 320,000);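 active = inhibition above the mean inhibition of all tested compounds plus 3 SD, set per campaign, cut at about 40% in these data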;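 note: 0% = DMSO wells and 100% = unlabeled Bim-BH3 peptide control; higher means more loss of mP so more displacement of Bim peptide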
Target sequence (Q07820 whole entry, looked up): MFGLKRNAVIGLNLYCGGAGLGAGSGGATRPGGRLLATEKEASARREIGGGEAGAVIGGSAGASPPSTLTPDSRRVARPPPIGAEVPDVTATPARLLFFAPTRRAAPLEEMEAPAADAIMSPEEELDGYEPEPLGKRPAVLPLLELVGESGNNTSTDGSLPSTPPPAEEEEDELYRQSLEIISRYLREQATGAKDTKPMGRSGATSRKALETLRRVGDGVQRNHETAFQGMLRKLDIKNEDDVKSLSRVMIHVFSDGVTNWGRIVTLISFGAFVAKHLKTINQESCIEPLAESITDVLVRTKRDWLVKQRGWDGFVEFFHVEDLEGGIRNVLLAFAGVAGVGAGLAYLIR
Bcl-xL primary – Bcl-xL (human) inhibition; GST-Bcl-xL / FITC-Bim BH3 peptide fluorescence polarization; actives 0.7% (n = 320,000); Q07817; inhibition, % at 10.9 µM;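 active = inhibition above the mean of all tested compounds plus 3 SD, cutoff set per campaign, cut at about 30% in these data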;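 note: 0% = DMSO wells and 100% = unlabeled Bim-BH3 peptide competitor; inhibitors lower millipolarization by displacing the labeled peptide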
Target sequence (Q07817 whole entry, looked up): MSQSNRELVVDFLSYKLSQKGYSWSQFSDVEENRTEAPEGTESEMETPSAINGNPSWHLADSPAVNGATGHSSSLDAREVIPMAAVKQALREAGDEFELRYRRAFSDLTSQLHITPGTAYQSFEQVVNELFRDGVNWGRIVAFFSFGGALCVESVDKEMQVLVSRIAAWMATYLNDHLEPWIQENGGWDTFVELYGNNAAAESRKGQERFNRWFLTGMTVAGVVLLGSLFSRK
GLD-1 RNA inh – GLD-1-TGE RNA interaction inhibition (C. elegans). inhibition, % at 5.96 µM. purified GLD-1 + fluorescein TGE RNA, fluorescence polarization. actives 0.44% (n = 320,000). Q17339;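 active = percent inhibition above a per-plate cutoff, the plate mean of test compounds plus 3 SD, cut at about 30% in these data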;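 note: 0% = DMSO wells with GLD-1 and probe and 100% = wells lacking GLD-1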
GRK2 aptamer HTS – human GRK2 inhibition via aptamer displacement. P25098. bead flow cytometry, FAM-aptamer displacement from GRK2. inhibition of aptamer binding, % at 10 µM. actives 0.59% (n = 330,000);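 active = inhibition of aptamer binding above 40%, roughly 3 SD of noise, on plates passing a quality check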;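 note: median bead fluorescence of bound FAM aptamer so fluorescent compounds give negative values; no value below 0 was filed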
Yeast superoxide – caloric restriction mimetics inhibiting age-related superoxide in yeast; S. cerevisiae aged cells, superoxide DHE fluorescence; stronger effect = lower value; superoxide response (% of plate mean), % at 10 µM; actives 0.18% (n = 330,000); AID 2690;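 active = superoxide response under a set limit, about three screen SD below normal, cut at about 65% in these data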;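 note: yeast aged for seven days with compound at 30 °C before DHE staining; 100% = average MFI of all compound-treated wells on the plate with controls excluded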
MEX-5 binding – C. elegans MEX-5 TCR-2 RNA binding activity. Q9XUB2. MEX-5/FITC-TCR2 RNA binding, fluorescence polarization; stronger effect = lower value. activity score (negative = inhibition of binding), % at 10 µM. actives 0.38% (n = 300,000). AID 1832;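 active = inhibition past about -25% in most replicates, and total fluorescence under double the plate's negative control median, limit read from the data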;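 note: 0% = DMSO and -100% = 5 µM competing unlabeled TCR2 RNA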
Target sequence (Q9XUB2 whole entry, looked up): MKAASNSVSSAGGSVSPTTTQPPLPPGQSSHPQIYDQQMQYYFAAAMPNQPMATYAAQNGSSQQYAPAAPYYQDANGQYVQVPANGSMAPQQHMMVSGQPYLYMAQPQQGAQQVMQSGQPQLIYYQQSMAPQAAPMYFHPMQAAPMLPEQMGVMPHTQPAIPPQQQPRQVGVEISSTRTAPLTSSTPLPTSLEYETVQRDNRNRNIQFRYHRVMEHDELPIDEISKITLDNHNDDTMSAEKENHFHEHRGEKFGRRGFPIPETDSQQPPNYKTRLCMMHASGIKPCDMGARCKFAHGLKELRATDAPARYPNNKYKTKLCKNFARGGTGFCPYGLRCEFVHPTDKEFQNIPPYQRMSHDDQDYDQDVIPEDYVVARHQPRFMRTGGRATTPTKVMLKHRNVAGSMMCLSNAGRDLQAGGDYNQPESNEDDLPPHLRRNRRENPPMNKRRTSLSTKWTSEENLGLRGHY
CIT2-GFP yeast – alters CIT2-GFP fluorescence in TOR pathway yeast screen. AID 2029. GFP response vs DMSO, % at 10 µM. S. cerevisiae CIT2-GFP strain, flow cytometry, 3 h; 100 means same as DMSO wells. actives 0.065% (n = 320,000);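 active = GFP response relative to DMSO above a set limit, near the screen mean plus 3 SD, cut at about 150% in these data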;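 note: ratio of well median GFP fluorescence to mean of DMSO wells on the plate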
AGP1-GFP MLPCN – modulators of TOR pathway AGP1-GFP in S. cerevisiae; S. cerevisiae AGP1-GFP multiplex flow cytometry, 3 h; GFP as percent of DMSO wells; actives 0.02% (n = 320,000); GFP response vs DMSO, % at 10 µM; AID 2066;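 active = GFP response relative to DMSO above a set limit, near screen average plus 3 SD, cut at about 150% in these data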;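 note: median GFP channel fluorescence of the gated AGP1 strain per well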
The depositor's hits bear a star; · = no result given; [ ] = another dose, or the depositor's remark. Outcome played no part in choosing rows, and some 2.1% of all compounds hit somewhere here.

The line under a structure holds: Yeast superoxide	GLD-1 RNA inh	AGP1-GFP MLPCN	Bcl-xL primary	MEX-5 binding	CIT2-GFP yeast	GRK2 aptamer HTS	MCL1 BIM primary	VLA-4 inh
- COc1ccc(S(=O)(=O)N2CCOCC2)cc1C(=O)N1CCCCCC1
    103.7	7.7	104.8	2.2	-0.9	97.5	0.0	1.9	17.2
- COc1ccc(Cc2nnc(SCC(=O)Nc3ccc(C)c(C)c3)o2)cc1OC
    93.2	-2.4	97.0	6.2	-0.2	100.3	3.0	-4.9	-8.3
- O=C(NCC1CCCO1)c1ccc(S(=O)(=O)N2CCC(c3nc4ccc(Cl)cc4[nH]3)CC2)cc1 (centres undefined)
    102.6	-2.2	105.3	-5.5	0.2	101.6	0.0	-18.6	12.6
- Cc1cc(NC(=O)Cc2ccccc2)ccc1NC(=O)c1cccs1
    107.8	8.2	98.7	3.2	·	104.1	1.0	0.3	13.1
- CCCn1nnc(NC(=O)c2ccc(-c3cccc(Cl)c3)o2)n1
    98.6	-2.6	·	3.9	1.7	93.4	2.0	3.9	3.8
- c1ccc(Nc2nc(-c3ccncc3)nc3ccccc23)cc1
    92.5	-2.9	94.2	4.8	4.1	98.9	0.0	14.2	7.8
- COc1ccc2c(CCNC(=O)/C=C/c3ccc(OC)c(OC)c3)c[nH]c2c1
    114.9	-3.4	106.2	3.6	-2.1	112.6	0.0	2.2	-8.5
- COc1ccc(-c2nc3ccccc3nc2-c2ccccc2)cc1
    92.8	-10.2	97.3	2.1	-1.5	87.5	6.0	7.1	-2.1
- Cc1ccc(C(=O)OCC2OC3OC(C)(C)OC3C2O)cc1 (centres undefined)
    105.7	3.9	98.4	-5.3	-1.8	81.3	0.0	-2.5	3.2
- COc1ccc(NC(=S)NCc2ccc3c(c2)cc(C)n3C)cc1
    115.1	2.4	100.5	0.3	1.6	98.2	1.0	0.5	5.2
- COc1ccc(C(=O)C[n+]2ccc(N(C)C)cc2)cc1
    82.9	6.2	103.0	10.2	-1.1	96.8	0.0	8.3	13.7
- Cc1cc(C(=O)CCl)c(C)n1-c1c(C)n(C)n(-c2ccccc2)c1=O
    91.7	3.8	97.8	0.7	1.7	97.1	0.0	-0.1	4.7
- CCC1CCCCN1CCCNC(=O)CN1C(=O)COc2ccc(S(=O)(=O)N3CCC(C)CC3)cc21 (centres undefined)
    121.5	0.6	98.0	0.1	-0.1	101.8	0.0	-0.9	4.6
- CCOc1ccc2oc(C(=O)OCC(=O)NCc3ccc(OC)cc3)c(C)c2c1
    142.2	0.9	96.8	-1.2	·	100.2	0.0	-4.3	6.4
- COC(=O)c1ccc(/C=N\n2c(C)nnc2C)cc1
    91.1	2.3	79.0	4.3	0.7	86.8	0.0	-2.0	0.8
- O=C(Nc1ccc(NC(=O)c2cccs2)c(Cl)c1)c1cccs1
    109.9	-2.0	111.5	-3.5	1.1	94.9	0.0	3.2	5.0
- CCCCn1c(N)c(N(CC(C)C)C(=O)c2oc3c(Cl)cccc3c2C)c(=O)[nH]c1=O
    81.7	5.6	109.6	-8.8	-2.0	102.3	4.0	-10.1	9.0
- CCCn1c(N)c(C(c2ccc(C(=O)OC)cc2)N2CCN(c3ccccc3)CC2)c(=O)[nH]c1=O (centres undefined)
    84.4	-4.3	89.2	-6.8	1.3	92.4	5.0	-3.1	14.8
- Cc1ccc(CN2CCN(/N=C/c3cccn3C)CC2)c(C)c1
    84.8	4.0	99.4	1.4	-0.4	100.9	0.0	-2.5	-2.7
- Cc1ccc(S(=O)(=O)NC2(C(F)(F)F)NC(=O)N(CCc3ccccc3)C2=O)cc1 (centres undefined)
    105.1	-4.8	96.5	3.6	-2.2	102.8	0.0	-1.1	18.3
- CC(C)C(NC(=O)c1ccccc1F)C(=O)OCC(=O)c1ccc(F)cc1 (centres undefined)
    99.5	2.7	106.5	2.5	1.5	102.1	2.0	2.5	-2.5
- COc1ccccc1/C=N/NC(=O)CO
    93.2	7.2	97.7	5.2	0.6	78.8	0.0	1.7	8.2
- CCn1c2ccc(Cl)cc2c2nc3ccccc3nc21
    88.9	11.7	93.7	3.1	0.4	101.9	5.0	-8.8	-10.0
- Cc1ccc(CNC(=O)c2cc3c(=O)n(C)c4ccccc4c3n2C)cc1
    96.3	-1.9	104.5	-0.6	0.8	104.8	0.0	-5.5	0.6
- Clc1ccc(Oc2nc(N3CCOCC3)nc(N3CCOCC3)n2)c(C2CCCCC2)c1
    100.2	3.9	105.1	4.9	1.8	111.2	1.0	-0.7	-4.6
- CN(C)c1ccc(/C=C(\NC(=O)c2ccccc2)C(=O)NCCCn2ccnc2)cc1
    90.2	-2.6	92.9	0.9	-0.6	93.0	0.0	-6.1	-4.4
- Cc1ccc(NC2CCCN(C(=O)c3ccccc3-c3ncc[nH]3)C2)cc1C (centres undefined)
    107.5	0.8	104.3	-3.4	0.6	·	0.0	1.4	-1.8
- CC1CC2=C(C(=O)O1)C(c1ccccc1)Nc1ccccc1N2 (centres undefined)
    112.1	-4.0	101.5	4.1	-1.9	95.9	5.0	-3.5	12.2
- CCCCCCN(C(=O)CCCCCN1C(=O)NC(c2ccc([N+](=O)[O-])cc2)C(C(=O)OCc2ccccc2)=C1C)C(C(=O)NCCCC)c1ccc(OCC(=O)OC)c(C(=O)OC)c1 (centres undefined)
    ·	-1.6	·	3.0	2.0	·	·	-4.4	·
- COC(=O)CSc1ccc(S(=O)(=O)N2CCC(C)CC2)cc1[N+](=O)[O-]
    120.0	7.1	92.8	5.3	-1.8	103.4	0.0	-0.6	6.0
- COc1cc(/C=C2\C(=O)N(c3ccc(S(N)(=O)=O)cc3)N=C2C)ccc1OC(=O)c1ccco1
    111.5	2.3	95.5	3.3	-1.8	104.9	0.0	-1.5	-1.3
- O=C1c2cccc3cccc(c23)C(=O)N1CCN1CCN(C(=S)Nc2ccc(F)cc2)CC1
    130.5	6.5	97.5	2.5	1.2	98.4	0.0	6.5	16.4
- Cc1ccc(-c2c(C(=O)N(C)Cc3ccccc3)oc(=O)c3ccccc23)cc1
    96.1	-6.6	90.6	-3.5	0.2	82.8	1.0	-3.1	-4.6
- Cc1sc2ncn(CC(=O)NCc3ccco3)c(=O)c2c1-c1ccc(F)cc1
    124.5	4.7	93.6	4.1	-0.1	96.9	1.0	15.6	22.7
- CCCN1CNC(=S)N(c2ccccc2OC)C1
    74.8	5.3	91.1	-2.0	1.0	93.2	0.0	5.4	8.1
- CC1(C(=O)Nc2cccc3ccccc23)CC1(Br)Br (centres undefined)
    107.7	4.7	95.9	7.5	0.8	93.0	5.0	2.2	-0.7
- COc1ccccc1P(=O)(c1ccccc1)c1ccccc1
    100.4	3.2	107.4	5.4	1.4	102.5	0.0	14.1	5.9
- CCC(=O)N(C)CCc1cc2c(c(OC)c1/C=N/NC(=O)c1ccc(Br)cc1)OCO2
    111.1	-13.2	102.3	-1.2	0.7	100.3	0.0	1.4	-6.4
- COc1cc(/C=N/NC(=O)c2ccncc2)ccc1OC(C)=O
    103.6	-8.7	105.0	7.3	1.1	107.5	0.0	7.3	-3.7
- CC(OC(=O)c1cccc(-n2cnnn2)c1)C(=O)NCc1ccccc1 (centres undefined)
    108.6	7.7	97.8	-3.6	-0.9	94.4	0.0	-13.2	4.1
- CN(C)CCOCCOc1ccccc1-c1ccccc1
    98.3	-3.9	97.7	5.6	-1.8	104.5	8.0	10.3	6.0
- O=C(COC(=O)CCc1ccc(S(=O)(=O)N2CCOCC2)cc1)NC1CCCCCC1
    94.5	2.3	107.3	7.8	-0.8	102.9	0.0	9.2	17.5
- CCOC(=O)CN(C)C(=O)CCc1nnc(-c2ccc(-c3ccccc3)cc2)o1
    96.9	1.8	97.3	0.3	0.8	100.8	3.0	2.1	2.3
- N=c1c(C(=O)NC2CCCC2)cc2c(=O)n3ccccc3nc2n1C1CCCCC1
    108.7	0.7	82.7	6.7	-0.8	106.3	0.0	2.9	8.0
- CC(C)CC(c1nnnn1CC1CCCO1)N1CCN(Cc2ccc3c(c2)OCO3)CC1 (centres undefined)
    92.3	0.1	100.3	7.2	-1.4	112.3	0.0	0.8	-3.5
- C=CCn1c(N)cc(=O)nc1SCC(=O)N1CCN(c2ccc(F)cc2)CC1
    90.8	2.3	99.7	0.1	1.3	99.7	56.0*	0.9	37.1
- O=[N+]([O-])c1cccc(-c2ccc(/C=N/NC(=S)Nc3cccc(F)c3)o2)c1
    94.5	6.4	91.8	4.0	1.8	89.3	0.0	4.3	24.9
- C/C(CC(=O)Nc1ccc(C)c(Cl)c1)=N\NC(=O)c1ccco1
    105.3	-0.1	101.2	-0.2	1.8	98.5	2.0	7.2	4.7
- O=C(NNC(=S)NC1CCCCC1)c1cccc(S(=O)(=O)Nc2ccccc2Cl)c1
    93.9	1.5	107.3	4.7	2.1	99.3	3.0	8.8	-1.2
- CC(C)(C)c1ccc(C(=O)Nc2ncn[nH]2)cc1
    98.9	5.7	105.3	-2.5	-1.8	115.8	0.0	3.3	0.8
- CCn1c(SCC(=O)c2c(N)n(C3CC3)c(=O)[nH]c2=O)nnc1-c1ccoc1C
    107.1	-5.0	100.0	-3.1	·	89.9	3.0	-4.0	1.4
- Cc1ccc(S(=O)(=O)c2cc3c(=O)n4ccccc4nc3n(C)c2=N)cc1C
    97.6	7.5	99.8	9.9	-1.1	102.1	0.0	5.9	-3.9
- O=C(NNC(=O)C1CC1c1ccccc1)Nc1ccccc1 (centres undefined)
    97.9	-3.4	103.0	0.8	2.3	102.4	2.0	-2.7	21.5
- COCCNC(=O)/C(C#N)=C1\N=C(N)c2ccccc21
    112.3	4.7	99.9	6.9	-12.3	101.4	4.0	4.1	14.5
- CCCCN1C(=O)C(=O)N(CC(=O)N2CCc3ccccc32)C1=O
    117.2	1.9	101.9	4.8	·	105.1	0.0	0.0	2.5
- CN(CCc1ccccc1)C(=O)c1cccc(NC(=O)Cc2cccc([N+](=O)[O-])c2)c1
    94.5	7.8	89.3	·	·	81.7	2.0	·	-10.9
- Cc1ccc2cc(-c3noc(C4CCCO4)n3)c(=O)[nH]c2c1 (centres undefined)
    100.2	-1.7	100.0	0.0	-2.2	91.7	4.0	-1.0	29.8
- Cc1n[nH]c(=O)c2c(NC(=O)CSc3ccc(Br)cc3)oc(C)c12
    96.3	-0.1	90.3	2.1	0.0	72.3	1.0	5.2	14.7
- Cc1ccc(S(=O)(=O)NCC[C@@]2(C)C3CCC2(C)C(=O)C3)cc1 (some centres undefined)
    99.5	-2.0	103.6	-0.2	0.7	118.8	8.0	1.1	1.6
- COc1ccc(NC(=O)CN(C)C(=O)c2cc(-c3ccncc3)nc3ccccc23)cc1
    92.2	-1.8	103.9[may fluoresce green]	6.1	3.8	106.1[may fluoresce green]	0.0	4.7	6.9
- CCN1C(=O)C(Cc2nc3ccccc3c(=O)n2C)c2ccccc21 (centres undefined)
    95.6	3.4	103.1	9.7	0.8	102.6	0.0	4.0	24.0
- CC(C)n1nc(C(=O)NNC(=O)c2ccc(OC(F)F)cc2)c2ccccc2c1=O
    93.1	-1.6	103.1	0.4	·	92.9	6.0	-1.5	-6.4
